F508del corr: F508del CFTR correction, initial screen, CFBE line, single point; AID 720511, 2013; activity (quench increase), % at 7.58 µM; CFBE cells, YFP halide quenching; stimulated with forskolin plus potentiator P3; % fluorescence drop versus neutral controls; actives 0.36% (n = 350,000);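 active = mean added fluorescence quench of at least 8% versus neutral control, with both replicates also reaching 8%; inconclusive = only one of the mean or replicate conditions met; inactive = mean below 8% and not both replicates reaching 8%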;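 note: cells transiently co-express mutant CFTR-F508del with the halide-sensitive YFP; corrector assay measuring rescue of mutant channel to the surface after 24 h compound exposure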
FN deposition inh: inhibitors of fibronectin matrix deposition, primary screen, AH1F cells, Alexa488-fibronectin fluorescence, plate reader; inhibition, % at 12.6 µM; AH1F fibroblasts, overnight; actives 0.086% (n = 350,000);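 active = mean inhibition across replicates of 30% or more, regardless of how many single replicates reach that level; inconclusive = mean under 30% yet at least half of replicates reach 30%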;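 note: positive control wells lacked labelled fibronectin entirely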
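Material: AH1F fibroblast monolayer depositing Alexa488-labelled fibronectin into matrix | Input: 10000 AH1F cells/well | Medium: DMEM plus 2% serum, read in PBS | Reagent: Alexa488-fibronectin, 24 nM final in well | Compound dosing: One dose per compound, pinned | Schedule: 1 h adhesion, overnight exposure | Measured by: Fluorescence at 485 nm excitation, 525 nm emission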
GSIS activator: GLuc luminescence reporter in INS-1E cells, primary screen for activators of glucose-dependent secretion of insulin | actives 0.61% (n = 370,000) | activation, % at 16.6 µM | INS-1E GLuc reporter insulin secretion, 2-3 h;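 active = lowest replicate activation of at least 40%, so every replicate reaches that level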;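 note: 0% = median of neutral control wells and 100% = median of IBMX positive control wells; some compounds called inactive have numbers as strong as hits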
miR-122 sensor: miR-122 Renilla sensor signal increase in Huh7, primary screen, miR-122 inhibitor project, cell-based, single point, plate reader | AID 602342, 2012 | Huh7 miR-122 Renilla luciferase sensor, 48 h; neutral wells = 0, positive control = 100 | activation (reporter increase), % at 12.5 µM | actives 0.3% (n = 340,000);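 active = mean replicate activation score at least 90 and every replicate individually at or above 90; inconclusive = only one of the two criteria met; inactive = neither criterion met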;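 note: higher luciferase means less miR-122 activity so hits act as miR-122 inhibitors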
PAX8 inh HTS: inhibitors of PAX8-driven TPO luciferase reporter, primary screen, RMG-I cells, single concentration. SteadyGlo, 24 h. inhibition, % at 12.6 µM. actives 1.2% (n = 360,000);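 active = mean replicate inhibition at least 60% with every replicate also reaching 60%; inconclusive = only one of the two criteria is met; inactive = mean below 60% and not all replicates reaching 60%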;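 note: luciferase light reporting Pax8 driven TPO promoter activity; plate controls were median of neutral control wells for no effect and mitoxantrone controls for full effect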
DENV2 CPE: inhibitors of DENV2 cytopathic effect, primary screen, cell-based, plate reader, single concentration; DENV2-infected cells, cytopathic effect rescue; CPE inhibition, % at 9.99 µM; actives 1.7% (n = 350,000); in the data active = CPE inhibition above about 20%, passing the limit was not always enough; inconclusive = no clear call, values can overlap the other calls; tested in BHK-21 cells;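 note: 0% = median of neutral control wells and 100% = median of positive control wells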
EWS-Fli inh: EWS/Fli-driven NR0B1 reporter inhibitors, primary screen, A673 cells, NR0B1 luciferase, luminescence, MLPCN library | actives 0.67% (n = 350,000) | AID 651661, 2012 | viability-normalised | inhibition, % at 12.6 µM;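 active = mean inhibition of at least 50% after viability correction, with every replicate also passing that limit; inconclusive = mean reaches 50% but only one of two replicates passes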;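 note: firefly luciferase signal divided by Alamar Blue viability fluorescence both relative to DMSO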
The depositor's hits bear a star; [ ] = dose if it differs, or a comment.

Cc1ccc(S(=O)(=O)N2CCOCC2)cc1N/N=C(\C#N)c1nc2ccccc2[nH]1 was read as F508del corr 0.6, FN deposition inh 5.0, GSIS activator 13.9, PAX8 inh HTS 15.3, DENV2 CPE -3.9 and EWS-Fli inh -5.1.
For CC1CC(C)CN(C(=O)c2cccc(S(=O)(=O)N(C)c3ccccc3)c2)C1 (stereo not drawn) the results were F508del corr 1.4, FN deposition inh 1.2, GSIS activator -15.7, PAX8 inh HTS 2.2, DENV2 CPE -11.8 and EWS-Fli inh 11.6.
`O=C(Cc1ccncc1)NCC[C@H]1CC[C@@H](NC(=O)C2CCC2)[C@@H](CO)O1` gave F508del corr 1.0, GSIS activator 7.5, PAX8 inh HTS 3.3, DENV2 CPE -5.3 and EWS-Fli inh 5.2.
`CCCNC(=O)c1ccc(C2SCC(=O)N2Cc2ccccc2)cc1` (stereo not drawn) gave F508del corr 3.9, FN deposition inh -4.0, GSIS activator 8.0, PAX8 inh HTS 13.2, DENV2 CPE -7.7 and EWS-Fli inh 22.0.
For CCCCOCCCNC(=O)CC(C)c1ccccc1 (stereo not drawn) the results were FN deposition inh 6.4, GSIS activator -6.3, miR-122 sensor -7.9 and PAX8 inh HTS 14.6.
C[C@H](CO)N1C[C@H](C)[C@H](CN(C)CC2CCCCC2)Oc2ccc(NC(=O)Cc3ccccc3)cc2C1=O was read as F508del corr 2.0, FN deposition inh -15.6, GSIS activator -5.4, miR-122 sensor -8.7[16.7 µM], PAX8 inh HTS 7.8, DENV2 CPE inconclusive and EWS-Fli inh 12.5.
`Cc1cccc(-n2c(C)n[nH]c2=S)c1C` gave FN deposition inh 0.6, miR-122 sensor -6.0 and PAX8 inh HTS -0.3.
For COc1ccc(S(=O)(=O)N(C)C[C@@H]2Oc3c(NC(=O)NC(C)C)cccc3C(=O)N([C@@H](C)CO)C[C@@H]2C)cc1 the results were F508del corr -2.3, FN deposition inh 3.4, GSIS activator 4.3, miR-122 sensor -8.9[16.7 µM], DENV2 CPE -4.7 and EWS-Fli inh -2.0.
Screening O=C(Cn1nc(-c2ccco2)ccc1=O)Nc1cc(Cl)ccc1Cl returned F508del corr -0.6, FN deposition inh 4.8, miR-122 sensor 2.8, PAX8 inh HTS -11.3, DENV2 CPE -0.5 and EWS-Fli inh 2.1.
`CCOC(=O)/C(C#N)=C/c1cn(CCC(=O)O)nc1-c1ccccc1` gave FN deposition inh -1.7, GSIS activator 1.3, miR-122 sensor -2.6 and PAX8 inh HTS -39.1.
Screening CCOC(=O)C1(CC2CCCCO2)CCN(Cc2cc3ccccc3[nH]2)CC1 (stereo not drawn) returned F508del corr 2.7, GSIS activator -25.3, PAX8 inh HTS 37.5, DENV2 CPE -4.1 and EWS-Fli inh 22.3.
Screening C/C=C/c1ccc([C@H]2[C@@H](CO)N(C(C)=O)C23CN(C(=O)c2ccccc2)C3)cc1 returned F508del corr 1.7, GSIS activator -11.3, DENV2 CPE -6.7 and EWS-Fli inh 2.6.
`C[C@@H]1CN(Cc2nnnn2CC(=O)NCCCn2cccn2)C[C@H](C)O1` gave F508del corr -2.2, FN deposition inh 3.6, GSIS activator 2.2, miR-122 sensor -1.3, PAX8 inh HTS 2.8, DENV2 CPE -2.4 and EWS-Fli inh -17.0.
Screening O=c1c2c(nc3nc(NCc4ccccc4Cl)[nH]n13)CCC2 returned F508del corr 1.1, FN deposition inh -11.5, GSIS activator -4.4, PAX8 inh HTS -4.5, DENV2 CPE 6.7 and EWS-Fli inh 3.3.
Screening COc1ccccc1C(=O)COC(=O)CCN=C1NS(=O)(=O)c2ccccc21 returned F508del corr -2.2, FN deposition inh 0.8, GSIS activator 14.5, PAX8 inh HTS 4.2, DENV2 CPE 2.3 and EWS-Fli inh 4.6.
For O=C(c1ccc(CS(=O)(=O)c2ccc(Br)cc2)o1)N1CCCCCC1 the results were F508del corr 0.9, FN deposition inh -0.4, GSIS activator -12.6, miR-122 sensor 3.0, PAX8 inh HTS -4.5, DENV2 CPE -3.9 and EWS-Fli inh 0.0.
Screening CCNC(=O)[C@@H]1[C@@H](CO)[C@@H]2Cn3c(ccc(-c4ccccc4F)c3=O)[C@H]1N2Cc1cccnc1 returned F508del corr 0.9, GSIS activator 3.6, miR-122 sensor 5.1[16.7 µM], PAX8 inh HTS -19.0, DENV2 CPE 11.6 and EWS-Fli inh -0.4.
CCC(CO)Nc1nc(CN2CCCCC2)nc2scc(-c3ccccc3)c12 (stereo not drawn) was read as F508del corr -0.1, FN deposition inh 11.5, GSIS activator 10.2, miR-122 sensor -0.6, PAX8 inh HTS -21.4 and EWS-Fli inh 3.4.
For COc1ccc(CCN2CCCC(CN(C)Cc3cccc(OC)c3)C2)cc1 (stereo not drawn) the results were F508del corr 2.3, FN deposition inh 2.0, GSIS activator -13.7, miR-122 sensor -1.3, PAX8 inh HTS 29.8, DENV2 CPE 7.2 and EWS-Fli inh 9.1.
`Cc1ccc(C(=O)Nc2ccccc2C(=O)N2CCCCC2C)cc1` (stereo not drawn) gave F508del corr 1.0, FN deposition inh 7.0, GSIS activator 8.8 and DENV2 CPE -2.4.
Screening CCOC(=O)N/N=C/c1ccc(F)cc1F returned FN deposition inh 6.8, GSIS activator 18.9, PAX8 inh HTS -106.1, DENV2 CPE 2.4 and EWS-Fli inh -37.3.
Cc1ccc(NC(=S)N(CCCN2CCOCC2)Cc2ccco2)cc1C was read as F508del corr 2.9, FN deposition inh 4.2, GSIS activator 3.1, miR-122 sensor 0.4, PAX8 inh HTS -13.1, DENV2 CPE 0.6 and EWS-Fli inh -7.3.
For COc1ccc(CCNC(=O)CCOc2ccc(C(C)(C)C)cc2)cc1OC the results were F508del corr -3.2, FN deposition inh 4.6, GSIS activator -61.8 and DENV2 CPE 1.8.
For Cc1cc(NC(=O)CSc2nc(=O)n3cc(Cl)ccc3n2)no1 the results were F508del corr -0.6, FN deposition inh -6.5, GSIS activator 7.6, PAX8 inh HTS -8.7, DENV2 CPE -7.1 and EWS-Fli inh -4.6.
Screening CC(=O)Nc1ccc(N2CCOCC2)c([N+](=O)[O-])c1 returned F508del corr 2.3, FN deposition inh 3.5, GSIS activator -0.1, PAX8 inh HTS 12.6, DENV2 CPE 3.7 and EWS-Fli inh -2.0.
`O=C(Nc1ccc2oc(-c3ccccc3)nc2c1)c1cc(-n2cnnc2)ccc1Cl` gave F508del corr 1.3, FN deposition inh -31.0, GSIS activator 12.1, miR-122 sensor -4.8, PAX8 inh HTS -10.4, DENV2 CPE 3.4 and EWS-Fli inh -49.8.
`COc1ccccc1CN1[C@@H](CO)[C@H](c2ccccc2)C12CN(C(C)=O)C2` gave F508del corr -1.0, GSIS activator -1.9, PAX8 inh HTS 6.8, DENV2 CPE 11.8 and EWS-Fli inh -0.3.
Screening COc1ccc(Cc2c(-c3cccc(Cl)c3)nc3c(C)cc(Br)cn23)c(C)c1 returned F508del corr -1.8, FN deposition inh -4.6, GSIS activator -28.4, miR-122 sensor 2.7, PAX8 inh HTS inconclusive, DENV2 CPE 8.4 and EWS-Fli inh 31.3.
Cc1ccc(-c2ccc([C@H]3[C@@H](CO)N4CCCCN(C(=O)c5ccc(F)cc5)C[C@H]34)cc2)cc1 was read as F508del corr -4.4, GSIS activator -16.3, miR-122 sensor -13.5[16.7 µM], PAX8 inh HTS 73.0*, DENV2 CPE -24.3 and EWS-Fli inh 6.2.
`C/C=C/c1cccc(-c2nc(C(=O)NCc3cccc(OC)c3)cc3c2[C@H](CCO)N([S@@](=O)C(C)(C)C)C3)c1` gave F508del corr -0.1, FN deposition inh -26.4, GSIS activator 0.8, PAX8 inh HTS -4.3, DENV2 CPE 1.7 and EWS-Fli inh 13.3.
COC(=O)c1c(-c2snnc2C)n[nH]c1C was read as F508del corr -0.1, FN deposition inh 1.4, PAX8 inh HTS -12.6, DENV2 CPE -2.7 and EWS-Fli inh 1.1.
CCN(Cc1ccc(NC(C)=O)cc1)CC1CCCN(CCc2cccc(OC)c2)C1 (stereo not drawn) was read as F508del corr 3.4, FN deposition inh -1.1, GSIS activator 1.7, miR-122 sensor -6.6, PAX8 inh HTS -2.5, DENV2 CPE 5.0 and EWS-Fli inh 10.9.
Screening Cc1nc2c(sc3nc(N4CCOCC4)c4c(c32)CC(C)(C)OC4)c(-c2ccc(Cl)cc2)c1C(=O)O returned F508del corr -1.6, FN deposition inh 1.3, GSIS activator -9.0, miR-122 sensor 2.4, PAX8 inh HTS 3.3, DENV2 CPE -1.9 and EWS-Fli inh 9.4.
Screening CCOc1ccccc1-n1nnnc1SC(C)C(=O)OC (stereo not drawn) returned F508del corr -3.5, FN deposition inh -0.8, PAX8 inh HTS -7.3, DENV2 CPE -1.8 and EWS-Fli inh 11.4.
Screening CO[C@H]1CN(C)C(=O)c2cc(NC(=O)c3nc4ccccc4s3)ccc2OC[C@@H](C)N(Cc2ccncc2)C[C@H]1C returned FN deposition inh 6.1, GSIS activator -24.4, miR-122 sensor 1.1[16.7 µM], PAX8 inh HTS -6.4, DENV2 CPE -6.1 and EWS-Fli inh -25.7.
Screening O=C(CN(C(=O)c1csnn1)c1cccc(C(F)(F)F)c1)NCc1ccc(F)cc1 returned F508del corr -1.5, FN deposition inh 1.8, GSIS activator 2.0, PAX8 inh HTS -0.2, DENV2 CPE -4.0 and EWS-Fli inh 0.2.
For CCOC(=O)Cc1csc(N/C(=N/S(=O)(=O)c2ccc(F)cc2F)c2ccccc2)n1 the results were FN deposition inh -0.5, GSIS activator 4.4 and PAX8 inh HTS 8.6.
N#Cc1ccc(OCC(=O)OCC(=O)Nc2ccc(N3CCOCC3)cc2)cc1 was read as F508del corr 0.6, FN deposition inh 1.5, GSIS activator 14.1, PAX8 inh HTS -13.9, DENV2 CPE -0.6 and EWS-Fli inh -11.9.
`Cc1ccc(Cl)cc1NC(=O)C1CC(=O)Nc2ncnn21` (stereo not drawn) gave F508del corr -0.3, FN deposition inh -5.2, GSIS activator 5.3, miR-122 sensor 9.2, PAX8 inh HTS 4.9 and EWS-Fli inh -1.4.
`CCN(CC)CC(=O)Nc1ccccc1SCC(=O)Nc1ccsc1C(=O)OC` gave F508del corr -0.4, FN deposition inh 7.8, GSIS activator -24.0, PAX8 inh HTS 24.6, DENV2 CPE -5.5 and EWS-Fli inh -11.6.
C[C@@H](C(=O)N[C@@H](Cc1c[nH]c2ccccc12)C(=O)O)n1nnc2ccccc2c1=O was read as F508del corr 2.3, FN deposition inh -1.0, GSIS activator 11.5, miR-122 sensor -5.0, PAX8 inh HTS 15.4, DENV2 CPE -3.7 and EWS-Fli inh 15.4.
Screening CCOC(=O)C1CCN(S(=O)(=O)c2ccc(CN3C(=O)c4cccnc4C3=O)cc2)CC1 returned F508del corr -0.9, FN deposition inh -1.1, GSIS activator 7.4, PAX8 inh HTS -20.4, DENV2 CPE -4.2 and EWS-Fli inh 2.6.
`Cc1ccc(CSCCNC(=O)CN2C(=O)c3ccccc3S2(=O)=O)cc1` gave F508del corr 0.0, GSIS activator -11.4, DENV2 CPE 4.9 and EWS-Fli inh 5.4.
`Cc1ccc(CCNC(=O)C2CCCN(S(=O)(=O)N3CC(C)CC(C)C3)C2)cc1` (stereo not drawn) gave F508del corr 1.1, FN deposition inh -16.3, GSIS activator -2.4, miR-122 sensor 2.3, PAX8 inh HTS -1.6 and DENV2 CPE -2.6.
